PREPL inh: inhibits the human prolyl oligopeptidase-like enzyme. Q4J6C6. recombinant PREPL, fluorescence polarization activity-based probe. inhibition, % at 5.96 µM. 320,000 tested, 0.68% active; in the data active = inhibition above about 43%;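 also: 0% = enzyme with DMSO and 100% = wells lacking enzyme; many of its hits are not listed in these tables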
PP5 inh: blocks human protein phosphatase 5 activity; purified PP5c, OMFP substrate fluorescence; inhibition, % at 6.7 µM; 320,000 tested, 0.18% active; AID 1987;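 active = inhibition above the campaign's mean inhibition across all tested compounds plus 3 SD, cut at about 9.5% in these data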;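 also: 0% = DMSO only and 100% = 100 µM cantharidin control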
Target sequence (P53041 whole entry, looked up): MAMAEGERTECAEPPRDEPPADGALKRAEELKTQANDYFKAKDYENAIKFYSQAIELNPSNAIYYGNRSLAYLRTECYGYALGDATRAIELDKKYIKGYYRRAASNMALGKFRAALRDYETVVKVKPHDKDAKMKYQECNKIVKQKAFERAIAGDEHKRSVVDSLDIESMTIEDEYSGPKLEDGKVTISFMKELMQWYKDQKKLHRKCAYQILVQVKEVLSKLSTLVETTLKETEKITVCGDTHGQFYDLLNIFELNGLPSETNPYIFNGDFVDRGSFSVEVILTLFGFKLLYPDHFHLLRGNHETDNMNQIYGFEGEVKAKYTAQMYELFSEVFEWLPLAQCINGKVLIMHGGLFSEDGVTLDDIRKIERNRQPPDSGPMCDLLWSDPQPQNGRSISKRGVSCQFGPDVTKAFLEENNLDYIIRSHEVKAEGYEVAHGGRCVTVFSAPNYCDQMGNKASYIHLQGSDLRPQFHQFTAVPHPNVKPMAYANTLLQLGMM
Efflux pump inh: blocks antifungal efflux pumps in multiplex yeast assay; S. cerevisiae Candida pump triplex, Nile Red efflux; 330,000 tested, 0.44% active; inhibition, % at 10 µM;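 active = plate passing quality check with inhibition over a set limit, or well fluorescence over plate mean plus 4 SD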;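 also: Nile Red retained in pooled yeast measured as flow cytometry median fluorescence; 0% = buffer negative control and 100% = Enniatin B positive control; higher means more Nile Red kept so more efflux inhibition; some compounds called inactive have numbers as strong as hits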
HCV core dimer: blocks dimerization of HCV core protein. TR-FRET GST/Flag-core106 dimerization, 1536-well. inhibition, % at 5 µM. 300,000 tested, 0.33% active. AID 1899;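 active = inhibition above the mean of all tested compounds plus 3 SD, set per screening campaign, cut at about 45% in these data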
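System – GST-tagged and Flag-tagged HCV core protein residues 1-106 · Repeats – one well for each compound · Technique – TR-FRET 671 and 617 nm emission · Doses – one concentration, 5 µM, in 0.5% DMSO · Times – 4 h, 22.5 °C incubation · Also added – Eu donor and XL665 acceptor anti-tag antibodies · Measure – percent inhibition of core106 dimerization signal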
PP1 inh: blocks human PP1-alpha phosphatase, a PP5 counter-screen. P62136. purified PP1alpha, OMFP fluorescence. inhibition, % at 6.7 µM. 320,000 tested, 0.9% active. AID 2235;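 active = inhibition above the mean inhibition of all tested compounds plus 3 SD, computed separately for each screening campaign, cut at about 15% in these data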
TPT1 inh: inhibitors of Candida albicans tRNA 2'-phosphotransferase TPT1 | 300,000 tested, 0.81% active | AID 1962 | recombinant caTPT1, FP RNA substrate dephosphorylation | inhibition, % at 5 µM;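 active = inhibition above the mean of all tested compounds plus 3 SD, set per screening campaign, cut at about 24% in these data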;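 also: plate controls were DMSO alone for no effect and ferristatin control at 100 nM for full effect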
ZTA DNA inh: blocks Epstein-Barr virus ZTA, an EBNA-1 counter-screen. 320,000 tested, 0.15% active. ZTA-DNA binding, fluorescence polarization. inhibition, % at 11 µM. P03206; in the data active = inhibition above about 33%
Target sequence (P03206 whole entry, looked up): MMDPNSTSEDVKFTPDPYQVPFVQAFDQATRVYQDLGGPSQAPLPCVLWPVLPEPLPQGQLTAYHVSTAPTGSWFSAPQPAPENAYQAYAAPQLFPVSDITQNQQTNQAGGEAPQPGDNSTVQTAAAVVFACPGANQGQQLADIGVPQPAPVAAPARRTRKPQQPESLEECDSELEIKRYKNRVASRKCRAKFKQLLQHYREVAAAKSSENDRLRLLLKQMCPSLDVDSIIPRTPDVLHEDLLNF
EBNA-1 inh: blocks EBNA-1 binding to DNA | inhibition, % at 14.8 µM | EBNA-1 DNA binding, fluorescence polarization | AID 1950 | 300,000 tested, 0.34% active; in the data active = inhibition above about 28%
Fh CTSL1 inh: counter-screen for PFM18AAP inhibitors: inhibitors of F. hepatica cathepsin L1; recombinant F. hepatica cathepsin L1, Z-Leu-Arg-MCA fluorescence; inhibition, % at 5.96 µM; 300,000 tested, 0.49% active; AID 1906;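 active = inhibition above the mean of all tested compounds plus 3 SD, set per screening campaign, cut at about 17% in these data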;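 also: 0% = plate median of test compound wells and 100% = 1 µM Z-Phe-Ala-diazomethylketone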
* hit, by the source's call; · = no result given. Not all compounds are listed; rates above refer to the full screens.

Molecule	PP5 inh	PP1 inh	Efflux pump inh	Fh CTSL1 inh	TPT1 inh	PREPL inh	ZTA DNA inh	HCV core dimer	EBNA-1 inh
CCc1nn(CC(=O)NCCCN2CCc3ccccc3C2)c(=O)c2cc3sccc3n12	3.5	-6	0.1	4	-5	11	-2	4	-3
CCC(NC(=S)NCc1ccc(F)cc1)c1ccc(C(C)C)cc1 (centres undefined)	3.2	3	-0.1	0	2	9	0	7	-2
O=C(O)c1ccccc1-c1cc2ccccc2[nH]1	4.4	-3	0.0	-1	3	0	0	-4	7
Cc1ccc(OCc2cc(C(=O)N(C)Cc3cnn(-c4ccccc4C)c3)no2)cn1	-0.2	-2	0.1	-2	0	4	-12	-5	0
COc1ccc(-c2cc(C(=O)Nc3cccnc3)c3ccccc3n2)cc1OC	3.1	-3	-0.1	0	-2	4	2	22	13
COCc1ccc([C@@H]2C[C@H]3CN(Cc4cccnc4)C(=O)[C@]34CCCN24)o1	-1.9	-2	-0.1	0	-4	1	2	-4	1
COc1ccc(NS(=O)(=O)c2cccc(C(=O)NNC(=O)CN3C(=O)NC(C)(C)C3=O)c2)cc1	-0.2	-1	-0.2	-4	0	3	0	-4	6
O=S(=O)(Nc1ncnc2sc3c(c12)CCC3)c1ccc2ccccc2c1	0.8	0	0.0	5	4	9	-6	17	1
COc1ccc(C)cc1NC(=O)Cn1c(=O)oc2ccccc21	0.6	1	-0.1	-1	-1	4	1	4	-1
Clc1ccc(CNC2CCCC2)cc1	2.0	-1	-0.1	0	2	-3	-12	-8	7
COc1cccc(C(=O)C2CCCN(CC3=Cc4cc(OC)ccc4OC3)C2)c1 (centres undefined)	3.3	0	-0.2	3	0	-12	11	8	3
Cc1ccc(OCCN2CCN(CC(O)Cn3c4ccccc4c4ccccc43)CC2)cc1 (centres undefined)	7.8	9	-0.2	1	1	30	10	-8	6
Cc1cccc(-c2n[nH]c(=S)n2C)c1	-4.0	0	0.1	-9	-4	8	-4	-1	-4
O=C(Nc1ccc(-c2nc3ccccc3o2)cc1)C1CCCO1 (centres undefined)	-0.9	-4	-0.2	0	0	-1	4	3	7
Cc1ccc2[nH]c(C(=O)N3CCN(C=O)CC3)cc2c1	0.9	1	0.1	-4	-2	7	-2	-4	-12
O=C(CSc1nc2ccccc2o1)N/N=C/c1ccco1	2.3	-3	-0.2	0	3	-3	-12	-2	-18
O=C(O)c1ccccc1C(=O)Nc1ccccc1	2.4	-7	0.1	-4	3	5	18	-2	5
O=C(O)c1cc(=O)c2c(Cl)cc(Cl)cc2[nH]1	2.2	1	-0.1	1	-4	6	-10	-16	-6
COc1ccc(C(C)=O)cc1CSc1nc2nc(C)cc(C)n2n1	0.4	-1	-0.1	4	-3	-1	-20	-2	10
CN(Cc1ccc(Br)cc1)CC(O)COc1cccc(Br)c1 (centres undefined)	4.3	5	0.0	1	-4	-34	-6	5	-4
CCCNc1nc2nc3ccccn3c(=O)c2cc1C(=O)NCCN1CCOCC1	0.4	0	0.1	0	-1	9	-3	5	-4
Cc1ccc2c(c1)N(Cc1cccc(C#N)c1)C=NS2(=O)=O	2.0	-1	0.0	2	-2	-1	-2	3	13
O=C(/C=C/c1ccccc1)CC(O)(c1ccccc1)C(F)(F)F (centres undefined)	2.3	1	0.1	2	-3	8	1	2	4
COc1cc(NS(=O)(=O)c2ccc(NC(=O)CCC(=O)O)cc2)nc(OC)n1	-3.1	-2	-0.1	0	-2	5	12	2	13
COc1cc(C(=O)N2CCN(Cc3ccccn3)CC2)cc(OC)c1OC	1.2	2	0.6	-7	2	5	-2	-1	8
CCN1CCN(c2ccc(S(=O)(=O)N3CCOCC3)cc2NC(=O)c2ccc(C)cc2C)CC1	0.2	0	-0.4	·	·	7	-6	·	·
Cc1cc(=O)[nH]c(-n2ncc(C#N)c2N)n1	-1.8	7	-0.2	6	-3	18	-16	-1	-7
Cc1ccc(C2C3=C(Nc4[nH]n(-c5ccccc5)c(=O)c42)c2ccccc2C3=O)cc1 (centres undefined)	5.8	4	-0.3	6	0	15	-9	-9	2
CCCCN(C(=O)Oc1ccccc1)C1CCS(=O)(=O)C1 (centres undefined)	3.6	-3	0.1	-6	0	14	-10	-8	-4
CCN(CC)CC(O)Cn1c2ccccc2c2ccccc21 (centres undefined)	-0.7	-2	-0.1	-1	-10	13	-10	-8	-4
Cc1cc2ccccn2c1C(=O)c1ccc(Cl)cc1	0.9	1	-0.1	-1	2	-1	-12	1	5
O=C1CC(C(=O)Nc2ccccc2)S/C(=N\N=C\c2ccco2)N1 (centres undefined)	0.0	-4	0.0	2	0	4	-11	-12	-5
CCCC(O)(CCN(C)C)c1ccc(OC)cc1 (centres undefined)	0.4	-2	0.0	1	-6	-15	-3	-7	-3
COc1ccc(C2Nc3ccccc3C(=O)N2NS(C)(=O)=O)c(OC)c1 (centres undefined)	-1.2	1	0.0	-2	-2	22	-1	-10	1
O=c1oc2ccccc2c(NCc2cccc(F)c2)c1[N+](=O)[O-]	-0.1	-4	-0.1	6	0	9	6	1	5
CC(=O)Nc1cccc(C(=O)OCC(=O)c2ccccc2Cl)c1	0.7	2	-0.1	-1	2	7	-1	0	-1
Cc1ccc(C(=O)NNS(=O)(=O)c2ccccc2[N+](=O)[O-])cc1	-1.2	1	0.0	6	-6	-4	8	-4	1
CC(NC(=O)COc1ccccc1)C(=O)OCC(=O)c1cc2ccccc2o1 (centres undefined)	-3.4	-7	0.0	-2	5	21	9	23	-17
CCOc1ccc(N)cc1OC	0.5	1	-0.2	-1	-5	18	-16	-8	7
O=C(O)C1[C@H]2C(=O)N(Cc3cccs3)C[C@]23C=C[C@H]1O3 (some centres undefined)	-1.5	-2	0.0	-1	-2	-1	-10	-4	-1
CCOC(=O)C1(Cc2ccccc2C)CCCN(C(=O)COC)C1 (centres undefined)	0.5	-3	0.0	-4	0	11	-17	-7	-7
Cn1cccc1CC(=O)N/N=C/C=C/c1ccccc1	-1.7	-6	-0.2	2	0	11	16	-7	8
CN1C(=O)C(CC(N)=O)N(NC(=O)c2ccc(Cl)cc2)C1=S (centres undefined)	0.4	6	0.0	6	0	-9	0	-4	11
CC(=O)Nc1ccc2c(c1)nc(C)n2Cc1ccccc1	2.6	0	0.1	-9	-3	2	-6	4	-4
O=[N+]([O-])c1ccc(C(O)CNC(=S)Nc2ccccc2)cc1 (centres undefined)	1.2	1	0.3	-2	-2	2	-10	0	-1
Cc1cc(C(=O)N2CCCC2C(=O)O)c(C)o1 (centres undefined)	0.6	-5	0.1	-4	-3	0	-2	-4	-8
CCCCn1c(N)c(N(CCOC)C(=O)COc2ccc(Cl)cc2)c(=O)[nH]c1=O	-1.8	1	-0.1	-3	-5	3	5	-2	3
CC(C)CC(NC(N)=O)C(=O)Nc1ccc(Oc2ccccc2)cc1 (centres undefined)	1.1	-2	-0.1	-1	-3	2	-14	1	4
CCOC(=O)c1ccc2nc(C)c(CC)c(Cl)c2c1	2.8	1	-0.1	-2	-3	2	-12	-18	0
Cc1ccsc1C(C(=O)NC1CCCCC1)N(C(=O)c1csnn1)C1CC1 (centres undefined)	3.1	-1	0.0	0	3	6	1	0	-6

Some of these compounds in order of SMILES length, largest number first:
Molecule	PP5 inh	PP1 inh	Efflux pump inh	Fh CTSL1 inh	TPT1 inh	PREPL inh	ZTA DNA inh	HCV core dimer	EBNA-1 inh
COc1ccc(NS(=O)(=O)c2cccc(C(=O)NNC(=O)CN3C(=O)NC(C)(C)C3=O)c2)cc1	-0.2	-1	-0.2	-4	0	3	0	-4	6
CCN1CCN(c2ccc(S(=O)(=O)N3CCOCC3)cc2NC(=O)c2ccc(C)cc2C)CC1	0.2	0	-0.4	·	·	7	-6	·	·
Cc1ccc(OCc2cc(C(=O)N(C)Cc3cnn(-c4ccccc4C)c3)no2)cn1	-0.2	-2	0.1	-2	0	4	-12	-5	0
COc1cc(NS(=O)(=O)c2ccc(NC(=O)CCC(=O)O)cc2)nc(OC)n1	-3.1	-2	-0.1	0	-2	5	12	2	13
Cc1ccc(OCCN2CCN(CC(O)Cn3c4ccccc4c4ccccc43)CC2)cc1 (centres undefined)	7.8	9	-0.2	1	1	30	10	-8	6
COc1ccc(-c2cc(C(=O)Nc3cccnc3)c3ccccc3n2)cc1OC	3.1	-3	-0.1	0	-2	4	2	22	13
O=S(=O)(Nc1ncnc2sc3c(c12)CCC3)c1ccc2ccccc2c1	0.8	0	0.0	5	4	9	-6	17	1
O=C1CC(C(=O)Nc2ccccc2)S/C(=N\N=C\c2ccco2)N1 (centres undefined)	0.0	-4	0.0	2	0	4	-11	-12	-5
O=[N+]([O-])c1ccc(C(O)CNC(=S)Nc2ccccc2)cc1 (centres undefined)	1.2	1	0.3	-2	-2	2	-10	0	-1
Cc1ccc2c(c1)N(Cc1cccc(C#N)c1)C=NS2(=O)=O	2.0	-1	0.0	2	-2	-1	-2	3	13
COc1ccc(C)cc1NC(=O)Cn1c(=O)oc2ccccc21	0.6	1	-0.1	-1	-1	4	1	4	-1
CN(Cc1ccc(Br)cc1)CC(O)COc1cccc(Br)c1 (centres undefined)	4.3	5	0.0	1	-4	-34	-6	5	-4
CC(=O)Nc1ccc2c(c1)nc(C)n2Cc1ccccc1	2.6	0	0.1	-9	-3	2	-6	4	-4
CCOC(=O)c1ccc2nc(C)c(CC)c(Cl)c2c1	2.8	1	-0.1	-2	-3	2	-12	-18	0
CCN(CC)CC(O)Cn1c2ccccc2c2ccccc21 (centres undefined)	-0.7	-2	-0.1	-1	-10	13	-10	-8	-4
CCCC(O)(CCN(C)C)c1ccc(OC)cc1 (centres undefined)	0.4	-2	0.0	1	-6	-15	-3	-7	-3

(continued)
Molecule	PP5 inh	PP1 inh	Efflux pump inh	Fh CTSL1 inh	TPT1 inh	PREPL inh	ZTA DNA inh	HCV core dimer	EBNA-1 inh
Cc1cc(C)n(-c2nc3ccccc3c(=O)n2OCC(=O)Nc2c(C)cccc2C)n1	2.0	-1	-0.1	1	-12	1	-4	-8	1
C=CCNC(=S)NNC(=O)C(CCCC)CC(C)(C)O (centres undefined)	-1.0	8	0.1	-8	-3	11	-2	3	-7
Cc1cccc(OC(C)C(=O)N(Cc2cccs2)C2CCS(=O)(=O)C2)c1C (centres undefined)	-1.3	-2	0.0	-9	2	-6	-18	0	-10
O=C(NCC(=O)N1CCN(c2ccccc2)CC1)c1ccc(Cl)cc1	1.3	4	0.0	0	1	2	-1	10	8
O=C(CNC(=O)c1ccccc1)NCc1nc2ccccc2[nH]1	0.5	0	0.1	-3	0	3	6	-4	4
O=C(CCC(=O)N(CC(=O)NC1CCCC1)c1cccc(F)c1)Nc1nccs1	-6.0	-6	0.0	4	5	-4	-11	2	-12
CC1CCCCC1NC(=O)COc1ncnc2sccc12 (centres undefined)	0.3	-2	0.1	·	·	-6	-8	·	·
COc1ccc(NC2=NC(=S)N(c3cccc(C)c3)C23CCCCC3)cc1	0.5	0	0.0	0	0	9	-4	3	0

Screening results: PubChem, several laboratories
